p53ts 39C tox: cytotoxicity in p53ts cells at nonpermissive temperature. H1299-p53A138V viability at 39C, ATP luminescence, 24 h. Potency, µM (top dose mostly 46.1 µM), for the others: top-dose activity change, negative = cell killing, actives largely listed as cytotoxic. AID 902. 130,000 compounds, 1.5% hits; also: nearly all actives have a fitted effect of over 55% in size
IkB signaling: IkB pathway inhibition in ABC-DLBCL cells; ABC-DLBCL IkBa-CBG/CBR dual luciferase ratio, 4 h; response scale: scaled: untreated 0%, proteasome inhibitor 100%; Potency, µM (doses to about 57.1 µM), for the others: at the highest dose IkBa stabilization activation; 110,000 compounds, 0.04% hits; AID 445; active = well fitted curve in the direction sought with a large enough effect in the signal ratio, not every such curve was filed as active; inconclusive = small, poorly fitted or top-dose-only effect, or a change in a side signal; the % refers to the signal ratio;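 also: the direction sought is a rising ratio; 0% = basal untreated cells and 100% = reference inhibitor full response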
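In this assay, an IκBα–CBG68 fusion accumulates when IKK-driven degradation is blocked; native CBR normalizes for cell number. OCI-Ly3 cells were treated 4 h with compound and doxycycline, then green and red light read after Chroma-Glo addition.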
p53ts 32C kill: kills p53ts cells at the permissive temperature; H1299-p53A138V at 32C, ATP luminescence viability, 24 h; Potency, µM (highest dose often 46.1 µM), inactives show at the highest dose activity change, negative = cytotoxicity, usual class: cytotoxic; 130,000 compounds, 0.93% hits; AID 924;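 also: 0% = DMSO and -100% = full killing by reference compound; nearly all actives have a fitted effect of over 55% in size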
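Viability by ATPlite luminescence after 24 h compound treatment (up to 46 uM) at the permissive 32C. Cells are H1299 carrying p53 A138V. Scale runs from DMSO basal to 100 uM tamoxifen as full kill; AC50 from Hill fits.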
Peg3 imprint: inducers of genomic imprint erasure in mouse ES cells; Potency, µM (top dose mostly 60.7 µM), inactives show top-dose activity change, positive = activation, most hits filed as activators; mouse ES Peg3-LacZ reporter, beta-gal luminescence, 40 h; 110,000 compounds, 0.02% hits;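 also: 0% = negative control wells on the plate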
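Each well holds 300 Peg3LacZ-Neo (maternal) female ES cells incubated 40 h at 37C, 5% CO2. LacZ is measured by BetaGlo luminescence, with AC50 and maximum efficacy derived from dose-response curves.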
An asterisk follows results filed as active; ? = inconclusive; · = no result given; & = joins results of further samples; [ ] = dose if it differs, or a comment. Unless noted, calls follow the shape of the dose curve; as a rule, active = well fitted curve in the direction sought with a large enough effect; inconclusive = small, poorly fitted or top-dose-only effect, or another doubt; inactive = no such curve, though single readings can be large; an effect the other way counts as inactive or inconclusive. Unless noted, % is scaled to controls: 0 for no effect and ±100 for the full control effect; potency is read from the fitted curve at half-maximal effect.

Compound,p53ts 32C kill,Peg3 imprint,p53ts 39C tox,IkB signaling
O=C(c1cc(C(F)(F)F)cc(C(F)(F)F)c1)N1CCC2(CCCN(c3ccccn3)C2)CC1,-7%,·,-3%,4.4%[11.4 µM]
CCC(c1nnnn1C(C)(C)CC)N(CCCO)Cc1cc2cccc(C)c2[nH]c1=O (stereo not drawn),-15%,-1%,34%[activator],?
Cc1noc(C)c1-c1ccc2ncnc(Nc3ccc(F)cc3)c2c1,39%[activator],-6%,-1%,6.6%[11.4 µM]
C=CCn1c(SCn2nnc3ccccc3c2=O)nnc1-c1ccc(F)cc1,-4%,-6%,9%,0.4%
CCN(CC)S(=O)(=O)c1ccc(C(=O)NCCSc2c(-c3ccccc3)[nH]c3ccccc23)cc1,3%,-15%[10.9 µM],-8%,?
COc1ccc2c(c1OC)CCC2=O,13%,·,7%,·
CN(C)c1ccc(-c2nc(NCc3cccnc3)c3ccccc3n2)cc1,5µM*,-47%[inhibitor],4µM*,-1.8%[11.4 µM]
CN1C(C(=O)c2ccccc2)=C(NC(=O)c2ccccc2Br)c2ccccc2S1(=O)=O,7%,-13%[10.9 µM],-1%,?
CCCCOc1ccc(C(=O)N2CC(=O)Nc3ccc(Br)cc3C2c2ccc(F)cc2)cc1 (stereo not drawn),9%,-10%[10.9 µM],6%,?
O=C(COC(=O)C1COc2ccccc2O1)NC1CCS(=O)(=O)C1 (stereo not drawn),-1%,-13%,-2%,0.9%
CCOc1ccccc1Nc1ncnc2ccccc12,4%,-3%,-23%,-0.8%
O=C(CS(=O)(=O)Cc1ccccc1)Nc1cccnc1,0%,15%,3%,1.9%
c1ccc(C2CN3CCSC3=N2)cc1 (stereo not drawn),4%,-14%&-13%,-13%,·
O=C(Nc1cccc(C(=O)OCc2cc(=O)n3c4c(sc3n2)CCCC4)c1)c1cccc(F)c1,-7%,-45%[inhibitor][10.9 µM],-11%,?
O=C(CCc1ccccc1)NCCCN1CCOCC1,6%,5%,7%,0.0%
COc1cnn(-c2ccccc2)c(=O)c1N(C)C,1%,-11%,6%,5.3%
Cn1c(Cc2cccs2)nnc1SCc1nc2ccccc2[nH]1,0%,-7%,4%,-2.2%
c1ccc(CN2CCN(c3nc(-c4ccccc4)nc(-n4ccnc4)n3)CC2)cc1,3%,-21%,?,?
CCc1ccc(C2c3c(-c4cc(C)ccc4O)n[nH]c3C(=O)N2CCO)cc1 (stereo not drawn),15%,-3%[10.9 µM],2%,?
O=C1CSC(=O)N1CC(O)COc1ccc(Cl)cc1 (stereo not drawn),-1%,-2%,-1%,-0.4%
COC(=O)c1c(C(=O)OC)c(C)n(Cc2cccnc2)c1C,5%,-2%,-4%,1.1%
Cc1nn(Cc2ccccc2)c2c1C(c1ccncc1)C(C#N)=C(N)O2 (stereo not drawn),-1%,-6%,-7%,11%
Cc1ccc(C(=O)Nc2ccc(S(=O)(=O)N3CCN(C)CC3)cc2)o1,-2%,·,-5%,·
CCCc1nc2sc3c(c2c(=O)n1N)CCC3,-4%,-8%,-7%,0.4%
COc1cccc(Cn2c(=O)c(-c3cccs3)nc3cnc(N4CCNCC4)nc32)c1,7%,-57%[inhibitor],-25%,-0.9%[11.4 µM]
CCc1ccc(NC(=O)C2CCN(S(=O)(=O)c3ccc4[nH]c5c(c4c3)CCCCC5)CC2)cc1,6%,-15%[10.9 µM],-10%,-1.0%
O=C(O)c1ccccc1C(=O)NCc1cccnc1,1%,0%,-12%,0.5%
COC(=O)Cc1[nH]nc2c1C(c1cccc(OC)c1OC)C(C#N)=C(N)O2 (stereo not drawn),4%,-1%,-12%,2.8%
COc1ccc(C)cc1NC(=O)CN1CCN(c2ccc(F)cc2)CC1,1%,-8%,7%,?
CC1=C(C(=O)OCc2ccccc2)C(c2ccco2)C2=C(CC(C)(C)CC2=O)N1 (stereo not drawn),18%,-13%,16%,4.2%

3 entries from above, with values under each structure.
Each structure is followed by: p53ts 32C kill	Peg3 imprint	p53ts 39C tox	IkB signaling
CCC(c1nnnn1C(C)(C)CC)N(CCCO)Cc1cc2cccc(C)c2[nH]c1=O (stereo not drawn)
 : -15%	-1%	34%[activator]	?
O=C(COC(=O)C1COc2ccccc2O1)NC1CCS(=O)(=O)C1 (stereo not drawn)
 : -1%	-13%	-2%	0.9%
CC1=C(C(=O)OCc2ccccc2)C(c2ccco2)C2=C(CC(C)(C)CC2=O)N1 (stereo not drawn)
 : 18%	-13%	16%	4.2%

Further records follow.
Compound,p53ts 32C kill,Peg3 imprint,p53ts 39C tox,IkB signaling
CCN(CCNC(=O)c1cccc(N2CCCC2=O)c1)c1ccccc1,-15%,-12%,-23%,-1.3%
COc1ccccc1C(=O)NC(=S)Nc1ccc(N2CCCC2)cc1,?,·,-15%,·
CCCCn1c2c(c(=O)n(C)c1=O)C(CC(=O)OCC(=O)Nc1cccc(C(F)(F)F)c1)C(=O)N2 (stereo not drawn),2%,-11%,2%,?
COc1cccc(N(CC(=O)NC(C)(C)C)C(=O)C2CSC(=O)C2)c1 (stereo not drawn),5%,-6%,9%,-0.7%
COc1ccc(C(=O)NCC(c2ccc(N(C)C)cc2)N2CCc3ccccc32)c(OC)c1 (stereo not drawn),-6%,8%[10.9 µM],-19%,?
CCOC(=O)c1c(C)[nH]c(C)c1S(=O)(=O)N(C)CC(=O)Nc1ccc(C)cc1Br,1%,-6%[10.9 µM],-8%,-2.8%
O=c1c(-c2ccc(F)cc2)nc2cnc(N3CCOCC3)nc2n1Cc1ccc(F)cc1,6%,7%,-8%,0.9%[11.4 µM]
O=C(Nc1cccc2c1CCCC2)C1CCN(c2nnnn2-c2ccccc2)CC1,7%,?,2%,0.3%
CCN1C(C(=O)c2ccccc2)=C(OC(=O)c2ccc(Cl)cc2)c2ccccc2S1(=O)=O,27%,8%[10.9 µM],-35%,?
COc1ccc(N(CC(=O)N2CCN(C)CC2)S(=O)(=O)c2ccccc2)cc1OC,-3%,-3%,0%,-1.2%
Cc1cccc(N(C(=O)c2ccc(CN3CCOCC3)o2)C(C(=O)NC2CCCCC2)c2ccc(F)cc2)c1 (stereo not drawn),0%,·,6%,·
CCOC(=O)c1ccc(NC(=O)/C(C#N)=C/c2ccc(OC)cc2)cc1,-4%,-5%[10.9 µM],4%,?
CC(C)(C)NC(=O)CN(Cc1cccs1)C(=O)c1csnn1,5%,-8%,0%,-0.2%
CCOc1ccc(-c2nc(C#N)c(NC3CC3)o2)cc1,-13%,·,-18%,·
CC(C)(C)N=C1SCC(C)(/C=N/O)S1 (stereo not drawn),9%,11%,-3%,0.3%
Cc1ccc(Cn2c(NCCc3ccccc3)nc3c2c(=O)n(C)c(=O)n3C)cc1,4%,-14%,-14%,-0.4%
O=C(CC(=O)c1cc(Cl)ccc1O)c1ccccc1,?,-43%[inhibitor],?,?
c1ccc2c(N3CCCCC3)nc(N3CCCC3)nc2c1,-11%,-24%,-6%,18%
COc1ccc(C)cc1S(=O)(=O)Nc1cccc(-c2ccc(N3CCC(C)CC3)nn2)c1,-12%,-6%[10.9 µM],?,?
CC(Nc1cc(=O)n(C)c(=O)[nH]1)c1ccccc1 (stereo not drawn),-2%,-11%,7%,-0.4%
Cc1ccc(C)c(NS(=O)(=O)c2c(C)ccc3nsnc23)c1,6%,-6%,8%,-0.1%
O=C(NC1CCN(Cc2ccccc2)CC1)C12CC3CC(CC(C3)C1)C2,-5%,·,15%,·
COC(=O)c1oc2nc(C)cc(C)c2c1N,-5%,·,-6%,1.3%
COC(=O)C/C=C\[C@@H](C)[C@@H](/C=N\O[C@@H](C)c1cn([C@H](CO)Cc2ccccc2)nn1)NS(=O)(=O)c1ccc(C)cc1,6%&7%[9.22 µM],·,3%&8%[9.22 µM],·
NC(=O)NC(c1ccccc1)c1ccccc1F (stereo not drawn),-3%,-9%,13%,2.7%
Cc1nn(CC(=O)Nc2ccc(C(C)C)cc2)c(=O)c2c(C)n(-c3ccc(Cl)cc3)nc12,3%,-5%[10.9 µM],-4%,0.6%
CCc1cccc2c(=O)c(C(=O)N3CCCCCC3)c[nH]c12,-2%,-5%,-2%,0.1%
CCOc1ccc(C(=O)Nc2ccc(Cl)c(-c3nc4cc(C)cc(C)c4o3)c2)cc1,-14%,-13%[10.9 µM],?,?
COc1ccc(CN(Cc2ccco2)C(=O)COc2ccccc2OC)cc1,9%,15%[10.9 µM],-6%,?
COc1ccc(Br)cc1C(=O)Nc1ccc(O)cc1,7%,4%,-1%,6.0%

Retrieved by compound from the list above, three records:
Compound,p53ts 32C kill,Peg3 imprint,p53ts 39C tox,IkB signaling
CC(Nc1cc(=O)n(C)c(=O)[nH]1)c1ccccc1 (stereo not drawn),-2%,-11%,7%,-0.4%
CCc1cccc2c(=O)c(C(=O)N3CCCCCC3)c[nH]c12,-2%,-5%,-2%,0.1%
CCOC(=O)c1ccc(NC(=O)/C(C#N)=C/c2ccc(OC)cc2)cc1,-4%,-5%[10.9 µM],4%,?

Next part.
Compound,p53ts 32C kill,Peg3 imprint,p53ts 39C tox,IkB signaling
Cn1cc(-c2nc3cnc(Oc4ccccc4)nc3n(Cc3cccs3)c2=O)c2ccccc21,7%,-4%,1%,-1.2%[11.4 µM]
CCCC12CN3CC(CCC)(CN(C1)C3c1ccccc1)C2=O (stereo not drawn),3%,13%[10.9 µM],12%,?
COC(=O)c1ccc(OCc2nc(N)nc(N3CCOCC3)n2)cc1,-3%,23%,-8%,-0.6%
CC(C)CO/N=C1/[C@H]2O[C@@H]2[C@@H](O)[C@H]2[C@H]1CCn1c(=O)n(Cc3cc4c(cc3Cl)OCO4)c(=O)n12,8%[9.22 µM],·,9%[9.22 µM],·
C=CCOC(=O)CCCCCCCC,-10%[1.84 µM],4%,5%,0.4%
Cc1nnc(N(Cc2ccco2)C(=O)c2cccc(C#N)c2)s1,-6%,-15%,-12%,0.6%
CCOc1ccccc1NC(=O)c1sc2nc(C)cc(C)c2c1N,5%,23%[10.9 µM],1%,4.0%
CCc1ccc(NC(=O)c2ccc(F)c(S(=O)(=O)N(C)C3CCCCC3)c2)cc1,16%,-8%[10.9 µM],-12%,-1.1%
CC(C)NC(=O)Cn1c(SCC(=O)N2CCCc3ccccc32)nc2ccccc21,11%,-11%,-8%,0.2%
COc1cc(C(=O)NCCc2ccc(S(N)(=O)=O)cc2)cc(OC)c1OC,8%,10%,13%,2.3%
CCSc1ncc(Cl)c(C(=O)N(Cc2ccc(N(C)C)cc2)Cc2ccco2)n1,1%,-35%[inhibitor][10.9 µM],-5%,?
Cc1cc(O)ccc1NC(=O)c1ccccc1,-4%,·,-6%,·
COc1ccc(CCNc2ncnc3c2cnn3-c2cc(Cl)ccc2C)cc1,?,-14%[10.9 µM],?,?
CC(C)(C)OC(=O)N1CCC(c2c(C(=O)N3CCN(C(=O)c4ccco4)CC3)cnn2-c2ccccc2)CC1,12%,18%[10.9 µM],26%,?
CC1(c2ccccc2)NC(=O)N(CC(=O)NC(=O)NC2CCCC2)C1=O (stereo not drawn),4%,-3%,-5%,0.4%
CCC(Cc1ccccc1)NC(=O)CN1C(=O)CSc2ncccc21 (stereo not drawn),-1%,-17%,4%,2.5%
Cc1n(CC(O)COC2CCCCC2)c2ccccc2[n+]1C (stereo not drawn),-5%,·,-11%,·
Cn1c(=O)cc(OCC(=O)NC2CCCCC2)c2ccccc21,0%,-21%,-14%,-0.3%
CN1CCN(S(=O)(=O)c2ccc(-c3ccc(S(=O)(=O)N4CCN(C)CC4)cc3)cc2)CC1,-1%,11%,5%,-0.2%
COCCCNC(=O)C1CCN(c2nc(C)cc(C)n2)CC1,-19%,-3%,6%,-0.2%
O=C(Cn1c(=O)n(-c2cccc(Cl)c2)c(=O)c2sc3ccccc3c21)N1CCCC1,4%,-8%[10.9 µM],-16%,-1.4%
Cc1c(OCc2ccccc2)cccc1OCc1ccccc1,0%[9.22 µM],·,6%[9.22 µM],·

Screens: PubChem, National Center for Advancing Translational Sciences (NCATS)
